# Screening results as filed in PubChem BioAssay.
# Pf growth 96h: Primary qHTS for delayed death inhibitors of the malarial parasite plastid, 96 hour incubation. P. falciparum luciferase reporter growth, 96 h. Potency, µM (top dose mostly 28.7 µM), inactives show at the highest dose activity change, negative = inhibition, hits mostly inhibitors. actives 6.9% (n = 320,000); also: potency is read from the fitted curve at half-maximal effect; % is scaled to controls: 0 for no effect and ±100 for the full control effect
#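 Compounds incubated with erythrocytes infected by luciferase-expressing P. falciparum (2% hematocrit, 0.05% parasitemia final) for 96 hours, 37 C in 5% CO2. Growth inhibition scored as decreased luciferase luminescence.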
# Pf growth 48h: Primary qHTS for delayed death inhibitors of the malarial parasite plastid, 48 hour incubation; P. falciparum luciferase growth in erythrocytes, 48 h; Potency, µM (series often up to 28.7 µM), for inactives: at the top dose activity change, negative = inhibition, most hits filed as inhibitors; actives 5.9% (n = 310,000); AID 504832, 2011; also: potency is read from the fitted curve at half-maximal effect; % is scaled to controls: 0 for no effect and ±100 for the full control effect
#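 Luciferase-expressing P. falciparum in infected erythrocytes (2% hematocrit, 0.1% parasitemia final) in RPMI 1640/0.5% Albumax were exposed to compound for 48 hours at 37 C, 5% CO2; growth read as luminescence.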
# Shiga toxin inh: A qHTS for Small Molecule Inhibitors of Shiga Toxin | AID 2315, 2010 | Vero cells, Shiga toxin protein synthesis inhibition reporter | inhibition, % at 38.7 µM | actives 9.2% (n = 290,000); in the data active = inhibition mostly above about 28%, no sharp cut-off; inactive = mostly below about 43%; also: 0% is about no effect
# AMA1 RON2 block: qHTS for Inhibitors of AMA1-RON; Towards Development of Antimalarial Drug Lead: Primary Screen | actives 0.2% (n = 360,000) | Potency, µM (titrated, usually from 58.2 µM), inactives show at the highest dose activity change, negative = inhibition, actives largely listed as inhibitors | AlphaScreen AMA1-biotinylated RON2 peptide binding | Plasmodium falciparum AMA1 (3D7) - RON2 peptide interaction;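 also: potency is read from the fitted curve at half-maximal effect; 0% = vehicle wells and -100% = peptide control; nearly all actives have a fitted effect of over 45% in size; some results filed as inactive show a strong effect at the top dose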
#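 AMA1 (3D7) with his tag at 25 nM final met compounds first, then biotinylated RON2 peptide at 25 nM; detection used donor plus acceptor beads, 10 µg/mL apiece, read by AlphaScreen after 30 min at room temperature.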
# LmPK inh: qHTS Assay for Inhibitors of Leishmania Mexicana Pyruvate Kinase (LmPK); purified LmPK, Kinase-Glo ATP luminescence, 1 h; actives 0.37% (n = 290,000); Potency, µM (highest dose often 57.5 µM), for the others: at the top dose activity change, negative = inhibition, most hits filed as inhibitors; Q27686; also: potency is read from the fitted curve at half-maximal effect; % is scaled to controls: 0 for no effect and ±100 for the full control effect
# Target sequence (Q27686 whole entry, looked up): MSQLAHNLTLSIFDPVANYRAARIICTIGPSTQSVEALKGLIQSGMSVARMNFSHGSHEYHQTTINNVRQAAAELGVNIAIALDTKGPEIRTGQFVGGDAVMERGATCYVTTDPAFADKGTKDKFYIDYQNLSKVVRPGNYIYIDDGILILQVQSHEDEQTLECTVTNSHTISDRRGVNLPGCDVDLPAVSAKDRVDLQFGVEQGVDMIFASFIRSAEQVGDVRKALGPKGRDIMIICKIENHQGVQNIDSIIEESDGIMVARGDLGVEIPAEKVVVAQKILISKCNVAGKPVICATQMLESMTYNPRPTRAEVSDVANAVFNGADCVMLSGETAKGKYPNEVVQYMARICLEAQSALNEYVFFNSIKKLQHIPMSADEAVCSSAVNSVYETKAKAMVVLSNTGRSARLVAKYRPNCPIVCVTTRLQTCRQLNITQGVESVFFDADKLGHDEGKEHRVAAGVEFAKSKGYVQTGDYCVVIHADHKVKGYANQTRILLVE
#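 Purified LmPK (0.1 nM) converted ADP (0.1 mM) to ATP with PEP (0.5 mM) in imidazole buffer pH 7.2 with KCl and MgCl2, 1 h at room temperature. ATP was read by Kinase-Glo luminescence; data normalized to uninhibited and no-enzyme controls.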
# Cycloheximide cs: Cycloheximide Counterscreen for Small Molecule Inhibitors of Shiga Toxin | max response, % | AID 2314, 2010 | cell reporter, cycloheximide protein synthesis inhibition counterscreen | actives 12% (n = 300,000); in the data active = max response mostly above about 13%, no sharp cut-off; inactive = mostly below about 14%; also: read at 38.3 µM for the half of the compounds with a filed dose; 0% is about no effect
# Tb PYK inh: qHTS of Trypanosoma Brucei Inhibitors. actives 0.12% (n = 410,000). Potency, µM (titrated, usually from 76.8 µM), without a hit: at the top dose activity, negative = inhibition, most hits filed as inhibitors. pyruvate kinase (Trypanosoma brucei), Q57TT1. AID 624173, 2012. TbPYK enzyme, Kinase-Glo Plus ATP luminescence, 45 min; also: potency is read from the fitted curve at half-maximal effect; % is scaled to controls: 0 for no effect and ±100 for the full control effect; nearly all actives have a fitted effect of over 50% in size
#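 Enzyme and substrate buffer are dispensed first and compound is pin-transferred. ADP at 130 uM final then starts the reaction, which runs 45 min at room temperature. Detection reagent is added for 10 min before luminescence is imaged.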
# * hit, by the source's call; ? = inconclusive; · = no result given; + = active, no number; [ ] = another dose, or the depositor's remark. Unless noted, calls follow the shape of the dose curve; as a rule, active = well fitted curve in the direction sought with a large enough effect; inconclusive = small, poorly fitted or top-dose-only effect, or another doubt; inactive = no such curve, though single readings can be large; an effect the other way counts as inactive or inconclusive. Outcome played no part in choosing rows (roughly 21% active in at least one column).
SMILES,Pf growth 96h,Pf growth 48h,Shiga toxin inh,AMA1 RON2 block,LmPK inh,Cycloheximide cs,Tb PYK inh
O=c1[nH]c(CSc2ccccn2)nc2c1cnn2-c1ccccc1,39%[activator],25%,31*,-4%[2.32 µM],2%,15,-1%
O=C(CSc1ncnc2c1oc1ccccc12)Nc1nc2ccccc2s1,1%,?,10,102%[activator],-3%,-3,2%
CCCc1nnc(NC(=O)CCC(=O)N2CCN(C3c4ccccc4-c4ccccc43)CC2)s1,72%[activator],21%,-8,-3%,0%,0,0%
O=C(NC(=S)Nc1ccccc1N1CCOCC1)c1ccc(Br)cc1,3%,?,-4,62%[activator],-3%,1,6%
FC(F)(F)c1cccc(-c2ccc(-c3csnn3)o2)c1,-4%,35%[activator],26,25%,-6%,3,-58%
COc1cccc(C2C3=C(CCCC3=O)NC3=C2C(=O)c2ccccc23)c1 (centres undefined),-18%,28%,-15,·,-1%,-1,·
N#CC(C(=O)OC1CCCCC1)c1nc2ccccc2nc1N1CCCCC1 (centres undefined),4%[5.75 µM],25%,-15,·,4%,-1,·
CCCCc1ccc(NC(=O)NCc2ccccn2)cc1,?,16%,48,28%,-7%,15*,3%
CC(C)[C@H](NC(=O)c1ccccc1F)C(=O)Nc1ccc2c(c1)OCO2,-3%,?,·,-9%,·,·,-1%
O=C(CSc1ncnc2c1oc1ccccc12)Nc1cccc(F)c1,-53%,-28%,-3,-8%,3%,-1,-5%
COc1ccc(C(=O)N/C(=C\c2ccccc2)C(=O)NC(CC(C)C)C(=O)O)cc1 (centres undefined),19%,?,-6,8%,6%,-3,1%
CCCOC(=O)CN1C(=O)c2ccccc2C1=O,-1%[5.75 µM],15%,23,5%,3%,9,-2%
COc1ccc(C(=O)NNC(=S)NC2CCCCC2)cc1OC,186%[activator],79%[activator],-5,15%,0%,17,0%
CCSc1nnc(CNc2ccc(F)cc2)n1CC1CCCO1 (centres undefined),-23%,-3%,34,26%,6%,-5,-10%
CCOC(=O)C1=C(CSc2nc3c(cc2C#N)CN(C)CC3)OC(N)=C(C#N)C1c1ccc(F)cc1 (centres undefined),?,·,14,?,6%,-2,-10%
Cc1c(NC(=O)CSc2nnnn2-c2ccc(C(=O)O)cc2)c(=O)n(-c2ccccc2)n1C,12%,14%,-7,7%,-4%,-2,-2%
CCOc1ccc(CN2CCN(CCCc3ccccc3)C(CCO)C2)cc1 (centres undefined),32%[activator],-8%,1,6%,8%,-3,3%
CCOc1ccc(/C=N/NC(=O)c2nnn(-c3nonc3N)c2COc2ccc(F)cc2)cc1,27%,-3%,-5,-9%,7%,-2,0%
O=C(O)c1cc(-c2ccccc2)c(N2CCOCC2)s1,110%[activator],·,-12,0%,9%,-2,6%
CSc1cccc(NC(=O)CN2C(=O)COc3ccc(S(=O)(=O)N4CCOCC4)cc32)c1,9%,?,11,-4%,3%,0,-4%
COc1cccc(C(=O)C2CCCN(Cc3cccn3-c3cccnc3)C2)c1 (centres undefined),?,?,31,-9%,10%,-2,2%
Cc1nc(C(F)(F)F)ccc1C(=O)Nc1ccc(C(F)(F)F)cn1,-19%,26%,-8,-4%,5%,1,-3%
Cc1cccc(C)c1N1C(=O)[C@@H]2C(c3ccccc3Cl)=NO[C@@H]2C1=O,9%,3%,-1,10%,3%,1,-11%
Cc1cccc(/N=C/c2c(O)n(Cc3ccc4c(c3)OCO4)c(=O)c3ccccc23)n1,18%,1%,-4,14%,2%,-3,3%
Cc1ccc(SCCCn2cnc3ccccc3c2=O)cc1,?,2%,26,13%,-2%,-2,1%

# New compounds follow.
SMILES,Pf growth 96h,Pf growth 48h,Shiga toxin inh,AMA1 RON2 block,LmPK inh,Cycloheximide cs,Tb PYK inh
CC(=O)Nc1c2c(nn1-c1ccccc1)CSC2,31%[activator],27%,-4,-5%,-1%,1,0%
O=[N+]([O-])c1ccccc1CNCCO,117%[activator],35%[activator],·,6%,·,·,-2%
O=C(CNc1ccc(Br)cc1)NNC1=NCCC1,32%[activator],-8%,12,69%[activator],7%,-6,-2%
c1ccc2[nH]c(CCNC3CCCCC3)nc2c1,-1%,-9%,16,6%,-1%,-3,-7%
O=C(COC(=O)CC(c1ccccc1)c1ccccc1)NCc1ccccc1,?,-8%,-4,0%,0%,-2,0%
CCN(C(=O)CSc1nc2ccccc2c(=O)n1C(C)COC)C1CCS(=O)(=O)C1 (centres undefined),16%,-19%,2,-3%,3%,3,-2%
O=C(NC1(C(F)(F)F)NC(=O)N(c2ccc(F)cc2)C1=O)c1cccs1 (centres undefined),-4%,-4%,-8,-13%,-1%,-1,5%
Cc1cc(Cl)ccc1NC(=O)NC1CCN(S(=O)(=O)c2ccc(F)cc2)CC1,?,·,2,-17%,3%,-5,1%
COc1ccc(-c2coc3cc4oc(=O)cc(C)c4cc23)cc1F,?,0%,-4,2%,2%,-2,1%
O=S(=O)(c1ccccc1S(=O)(=O)N1CCCCC1)N1CCCCC1,?,-1%,-8,-9%,0%,-3,-12%
COCCNC(=O)c1onc(CSc2cccc(OC)c2)c1C(=O)O,8%,3%,-10,-1%,1%,-5,4%
CCCn1c2c(c(O)c(C(=O)Nc3ccccc3)c1=O)CCCC2,-3%,52%[activator],-6,-15%,0%,1,2%
O=C(N/N=C/c1ccncc1)/C(=C/c1ccccc1)NC(=O)c1ccccc1,-15%,-3%,10,2%,-2%,-2,0%
Cc1ccc(Cl)c(OCC(=O)Nc2ccccc2C(=O)NC2CC2)c1,-13%,4%,6,22%,-3%,-3,-13%
O=C(Nc1ccnc(-c2ccncc2)n1)C1CC1,-15%,12%,-5,27%,1%,-2,-1%
Cc1ccc2[nH]c(C)c(CC(=O)NCc3ccccc3)c2c1,?,-3%,-5,-10%,-1%,0,3%
O=C(NCc1cccnc1)c1ccc(NS(=O)(=O)c2ccccc2)cc1,21%,-21%,29,3%,6%,1,-17%
CC(C)CN1CCN(Cc2ccc3ncccc3c2)CC1CCO (centres undefined),?,-4%,-7,16%,-1%,5,3%
C=CCc1cc(Cl)ccc1OCCCNCCO,66%[activator],9.3µM*,-7,18%,-4%,-1,2%
CC(=O)c1ccc(NC(=O)C(NC(=O)c2ccccc2)=C(C)C)cc1,3%,35%[activator],6,-17%,3%,-1,1%
CCSc1ncnc2sc(C)c(C)c12,7%,25%,-6,9%,-2%,-5,-10%
CC(C)C12CN3CCN(CC(C3)/C1=N\NC(=O)Nc1ccccc1)C2,7%,10%,-11,-28%,-7%,-6,-5%
CCNS(=O)(=O)c1ccc(CCC(=O)Nc2ccccc2C(=O)OC)cc1,-17%,-3%,3,-24%,0%,-5,-4%
CCOC(=O)Nc1ccc2c(c1)nc(CN1CCN(C(C)=O)CC1)n2C,28%,9%,3,16%,2%,-3,3%
O=C(c1nc2ccccn2c1CNCCOc1cccnc1)N1CCOCC1,?,18%,18,-1%,-4%,-2,0%

# Continuation:
SMILES,Pf growth 96h,Pf growth 48h,Shiga toxin inh,AMA1 RON2 block,LmPK inh,Cycloheximide cs,Tb PYK inh
CCOc1ccccc1-n1c(SCC(=O)N2CCCc3ccccc32)nnc1-c1cccnc1,?,?,-25,10%,1%,-5,6%
Cc1ccc(/C=C2\SC(=O)N(CCNC(=O)C3CSC4(C)CCC(=O)N34)C2=O)cc1 (centres undefined),?,?,·,-4%,·,·,1%
O=[N+]([O-])c1ccc(N2CCNCC2)c2ncccc12,12%,-2%,2,·,3%,-1,·
CCN(CC)c1nc(-c2nn[nH]n2)nc(N(CC)CC)n1,0%,25%,-6,-13%,5%,-3,6%
CCOC(=O)c1c(C=O)c2ccccc2n1Cc1ccccc1F,1%,?,30,16%,6%,7,35%[activator]
Cc1ccc(-c2nn(CCC(=O)Nc3cccnc3)c(=O)c3ccccc23)cc1,?,?,-4,6%,2%,-4,-2%
N#Cc1cncc(C#Cc2ccccc2)c1,?,20%,17,-7%,4%,8.8*,6%
CCCOc1ccc(C(=O)N2CCCc3ccccc32)cc1,·,?,19,4%,-1%,15*,·
CCOC(=O)C/C(C)=N/NC(=O)Nc1ccccc1,-30%,6%,+,7%[11.6 µM],-3%,40*,-15%
COc1ccc(OC)c(/C=N/NC(=O)C(=O)N2CCCC2)c1,?,36%[activator],-8,-13%,1%,11,-3%
CC(=O)Nc1ccccc1N(C)S(=O)(=O)c1ccc(C)cc1,152%[activator],-8%,-4,6%,6%,-3,-7%
COC(=O)C1CN(C(=O)COc2ccc(Cl)cc2Cl)c2ccccc2O1 (centres undefined),49%[activator],2%,3,5%,11%,16,-14%
Cc1ccc(Cl)cc1NC(=O)CCN1C(=O)C2C3CCC(C3)C2C1=O (centres undefined),47%[activator],12%,-10,-3%,1%,-2,5%
COc1cccc(NC(=O)C(C)SCc2ccccc2)c1 (centres undefined),-7%,13%,44*,6%,1%,23*,0%
CC(CCc1ccccc1)NC(=O)[C@@H]1Cc2ccccc2CN1 (some centres undefined),18%,20%,-3,23%,-1%,-1,5%
Cc1cc(OC(C)C(=O)NNC(=O)Nc2ccc(F)cc2F)cc(C)c1Cl (centres undefined),-20%,7%,8,99%[activator],4%,1,0%
CC1(c2ccc([N+](=O)[O-])cc2)NC(=O)N(CC(=O)Nc2cccnc2Cl)C1=O (centres undefined),12µM*,4%,·,-7%,·,·,-2%
Cc1c(OCC(=O)N2CCC(C(=O)O)CC2)ccc2c3c(c(=O)oc12)CCCC3,1%,13%,4,7%,-10%,-2,4%
Cc1cccc(NC(=O)CNC(=O)Cc2ccc3c(c2)OCCO3)c1C,?,?,·,-8%,·,·,5%
CN(C(=O)C1CCN(S(=O)(=O)c2cccc3nonc23)CC1)C1CCCCC1,?,-8%,1,-3%,1%,-7,4%
O=C(COC(=O)/C=C/c1ccccc1[N+](=O)[O-])NC1CCS(=O)(=O)C1 (centres undefined),10%,13%,-9,2%,1%,0,2%
CCn1c(SC)nc2cc(S(=O)(=O)N3CCCCC3)ccc21,?,-26%,·,-7%,·,·,-7%
C=CCOc1ccc(-c2nc3c(c(=O)[nH]c(=O)n3CCCC)n2C)cc1OC,11%,14%,-5,-4%,0%,0,-3%

# Part of the list above, as tab-separated lines.
structure	Pf growth 96h	Pf growth 48h	Shiga toxin inh	AMA1 RON2 block	LmPK inh	Cycloheximide cs	Tb PYK inh
COc1cccc(NC(=O)C(C)SCc2ccccc2)c1 (centres undefined)	-7%	13%	44*	6%	1%	23*	0%
CC(CCc1ccccc1)NC(=O)[C@@H]1Cc2ccccc2CN1 (some centres undefined)	18%	20%	-3	23%	-1%	-1	5%
Cc1cc(OC(C)C(=O)NNC(=O)Nc2ccc(F)cc2F)cc(C)c1Cl (centres undefined)	-20%	7%	8	99%[activator]	4%	1	0%
CC1(c2ccc([N+](=O)[O-])cc2)NC(=O)N(CC(=O)Nc2cccnc2Cl)C1=O (centres undefined)	12µM*	4%	·	-7%	·	·	-2%
Cc1c(OCC(=O)N2CCC(C(=O)O)CC2)ccc2c3c(c(=O)oc12)CCCC3	1%	13%	4	7%	-10%	-2	4%
